# Assay outcomes (PubChem BioAssay)
# Lmaj promast: reduces viability of Leishmania major promastigotes. resazurin fluorescence viability. inhibition, % at 10 µM. 9% of 200,000 active; in the data active means inhibition above about 50%;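 further: promastigotes grown with compound for 44 hours at 28 °C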
# bIAP inh: intestinal alkaline phosphatase (bovine) inhibition | 190,000 tested, under 10 active | AID 1019 | purified bovine IAP, CDP-star luminescence, 30 min | inhibition, % at 20 µM;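 active means over 50% inhibition of intestinal alkaline phosphatase at 20 µM in the single-dose screen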
#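 test system = bovine IAP enzyme | medium = DEA buffer 100 mM, pH 9.8, with MgCl2 1.0 mM, ZnCl2 0.02 mM | detection = luminescence | dosing = single compound dose of 20 µM, 2% DMSO final | incubation = 30 min reaction at room temperature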
# TNAP act hi DEA: TNAP (human) activation, high acceptor. P05186. purified TNAP, CDP-star luminescence, 1 M DEA, 30 min; active compounds read high; 0 = EDTA background, 1 = DMSO-only activity. activation factor at 20 µM. 200,000 tested, under 10 active. AID 1136;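 active means activation factor at least 2 at 20 µM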
#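 Control set: EDTA negative control, DMSO positive control / Assay system: human TNAP / Quantity: TNAP 1/800 final / Evaluation: TNAP activation factor scaled between EDTA and DMSO control wells / Measured by: luminescent substrate turnover signal / Compound dosing: one dose, 20 µM / Times: 30 min enzyme reaction at room temperature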
# TNAP inh noacc: blocks human TNAP activity with no phosphate acceptor present; P05186; purified TNAP, CDP-star luminescence, 30 min; 0.26% of 200,000 active; inhibition, % at 20 µM;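 active means tissue-nonspecific alkaline phosphatase inhibition above about 50% at 20 µM in the single-dose screen, limit read from the data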;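 further: 0% = DMSO negative control and 100% = EDTA positive control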
# TNAP inh hi DEA: blocks human TNAP under high phosphate acceptor concentration | inhibition, % at 20 µM | AID 1135 | purified TNAP, CDP-star luminescence, 1 M DEA | 0.03% of 200,000 active | P05186;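 active means over 50% inhibition of tissue-nonspecific alkaline phosphatase at 20 µM in the single-dose screen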;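 further: plate controls were DMSO wells for no effect and EDTA-quenched wells as full inhibition for full effect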
# bIAP act: increases bovine intestinal alkaline phosphatase activity. purified bovine IAP, CDP-star luminescence, 30 min; active compounds read high; fold of DMSO-control signal, blank-subtracted. 0.17% of 200,000 active. activation factor at 20 µM;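 active means activation factor of 2 or more at 20 µM, a signal rise over negative controls twice the positive control's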
# APP 5UTR inh: APP translation inhibition; SH-SY5Y APP 5'UTR-luciferase reporter, luminescence; inhibition, % at 2 µM; 0.82% of 190,000 active; AID 1285;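 active means inhibition above a set limit, derived from the sample mean plus 3 SD, cut at about 45% in these data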; further: values of inactives mirror those of a sister screen read the other way
# FLuc inh counter: counter-screen for luciferase assay inhibitors: firefly luciferase inhibition. ATPLite firefly luciferase biochemical luminescence, 10 min. AID 1006. 1.5% of 200,000 active. inhibition, % at 10 µM;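 active means inhibition above about 50% when tested at 10 µM, limit read from the data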
# Target sequence (P08659 whole entry, looked up): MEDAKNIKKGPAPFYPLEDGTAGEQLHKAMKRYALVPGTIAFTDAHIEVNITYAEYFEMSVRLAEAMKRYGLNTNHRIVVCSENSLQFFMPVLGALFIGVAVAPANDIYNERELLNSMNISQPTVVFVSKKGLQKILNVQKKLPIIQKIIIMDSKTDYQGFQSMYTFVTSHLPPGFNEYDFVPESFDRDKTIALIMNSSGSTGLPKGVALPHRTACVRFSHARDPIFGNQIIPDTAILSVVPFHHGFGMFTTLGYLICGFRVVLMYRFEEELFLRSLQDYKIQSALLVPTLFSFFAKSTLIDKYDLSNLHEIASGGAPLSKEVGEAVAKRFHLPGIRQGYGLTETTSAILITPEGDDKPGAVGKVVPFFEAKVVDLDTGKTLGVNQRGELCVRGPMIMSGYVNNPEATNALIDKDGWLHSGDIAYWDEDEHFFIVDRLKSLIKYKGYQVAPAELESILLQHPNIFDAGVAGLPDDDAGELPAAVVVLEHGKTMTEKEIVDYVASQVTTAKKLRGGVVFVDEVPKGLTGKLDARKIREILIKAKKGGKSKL
# RAM network inh: yeast RAM network inhibition; inhibition, % at 50 µM; 1.8% of 190,000 active; S. cerevisiae dse1pr::URA3 reporter, 5-FOA growth OD615, 2 d; analog-sensitive cbk1-as2 kinase mutant strain;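 active means inhibition above a set limit, 3 SD over mean compound inhibition, cut at about 8.4% in these data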;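 further: 0% = DMSO-only wells with no growth and 100% = 10 µM 1-NA-PP1 full growth; inhibition rescues growth on 5-FOA so higher OD means more RAM inhibition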
# FLuc act counter: firefly luciferase counter-screen for stimulation assays | 200,000 tested, under 10 active | activation factor at 10 µM | P08659 | AID 1027 | ATPlite luciferase biochemical, luminescence, 10 min; 0 = ATP-free wells, 1 = DMSO control;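 active means luciferase activation factor, scaled between plate controls, of at least 2 with compound at 10 µM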
#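 assay system = Luciferase/luciferin detection reagent, cell-free biochemical luciferase assay | also added = ATP substrate | times = 10 min post-reagent at room temperature | measured by = luminescence from luciferase reaction | measure = luciferase activation, seen as luminescence increase over controls | benchmarks = low control with PBS replacing ATP, high control enzyme plus ATP without compound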
# Starred values were filed as active, the others as inactive; . = no result given.
Molecule,Lmaj promast,bIAP inh,TNAP act hi DEA,TNAP inh noacc,TNAP inh hi DEA,bIAP act,APP 5UTR inh,FLuc inh counter,RAM network inh,FLuc act counter
CC(C)NC(=O)Cn1c(SCC(=O)N2CCc3ccccc3C2)nc2ccccc21,16,8,1,-14,-3,0.9,1,-6,1.4,1.1
Cc1cc(C)nc(SCCn2c(N(C)Cc3ccccc3)nc3c2c(=O)n(C)c(=O)n3C)n1,78*,-8,1,-6,-2,1.1,10,-7,0.3,1.1
O=C(COc1ccc(C(=O)NCCc2ccccc2)cc1)Nc1ccccc1,-5,40,0.9,-11,8,0.6,-5,-3,5.9,1
CC(OC(=O)CNC(=O)C12CC3CC(CC(C3)C1)C2)C(=O)Nc1ncc(Cl)cc1Cl (stereo not given),1,-8,1.1,-9,-11,1.1,0,0,2.1,1
CCOc1ccc(/C=C/C(O)=C2/C(=O)N(C)C3(C)CC2c2ccccc2O3)cc1OC (stereo not given),65*,-5,1,11,-4,1.1,-11,-3,11*,1
COc1cccc(-c2nn(-c3ccccc3)cc2CN(C)Cc2ccon2)c1,11,0,1.1,-12,-9,1,-11,-3,0.6,1
O=C(COc1cccc2cccnc12)N/N=C1\SCC(=O)N1Cc1ccccc1,-1,-8,1,-4,3,1.1,.,-2,1.1,1
CCCn1c(SCC(=O)c2c(C)[nH]c(C)c2C(=O)OCC)nc2ccccc21,64*,-4,1,-4,0,1,3,-4,0.0,1
CCCC(=O)Nc1nnc(SCC(=O)NCc2ccco2)s1,-6,15,1,-8,-4,0.9,-6,-6,2.5,1.1
C=CCn1c(Cc2csc(N)n2)nnc1SCC(=O)OCC,3,11,1.1,-15,-7,0.9,-8,-6,-0.2,1.1
Cc1cccc(C)c1NC(=S)NC(=O)c1ccc(Br)o1,5,-10,1,2,-1,1.1,-4,-6,0.5,1.1
CCCCC(=O)Nc1nc(C)c(-c2csc(Nc3ccc(Cl)cc3)n2)s1,27,8,1,-6,-2,0.9,-18,-7,1.7,1.1
N#Cc1cc([N+](=O)[O-])ccc1NC(=O)COC(=O)CCC1CCCCC1,3,6,1.1,-4,-8,0.9,3,-6,0.0,1.1
COc1cccc(-n2c(CCn3nc(C)c([N+](=O)[O-])c3C)n[nH]c2=S)c1,-6,40,1,-12,0,0.6,3,-5,-1.0,1
COc1ccc(OC)c(NC(=O)CN2C(=O)NC3(CCOc4ccccc43)C2=O)c1 (stereo not given),12,2,1,-6,-3,1,-15,-5,0.3,1

# Five entries out of the list above, sorted by the number in APP 5UTR inh, low to high:
compound,APP 5UTR inh
COc1cccc(-c2nn(-c3ccccc3)cc2CN(C)Cc2ccon2)c1,-11
CCCC(=O)Nc1nnc(SCC(=O)NCc2ccco2)s1,-6
Cc1cccc(C)c1NC(=S)NC(=O)c1ccc(Br)o1,-4
CCCn1c(SCC(=O)c2c(C)[nH]c(C)c2C(=O)OCC)nc2ccccc21,3
Cc1cc(C)nc(SCCn2c(N(C)Cc3ccccc3)nc3c2c(=O)n(C)c(=O)n3C)n1,10

# Returning to the listing with the four entries that preceded the break.
Molecule,Lmaj promast,bIAP inh,TNAP act hi DEA,TNAP inh noacc,TNAP inh hi DEA,bIAP act,APP 5UTR inh,FLuc inh counter,RAM network inh,FLuc act counter
CCCCC(=O)Nc1nc(C)c(-c2csc(Nc3ccc(Cl)cc3)n2)s1,27,8,1,-6,-2,0.9,-18,-7,1.7,1.1
N#Cc1cc([N+](=O)[O-])ccc1NC(=O)COC(=O)CCC1CCCCC1,3,6,1.1,-4,-8,0.9,3,-6,0.0,1.1
COc1cccc(-n2c(CCn3nc(C)c([N+](=O)[O-])c3C)n[nH]c2=S)c1,-6,40,1,-12,0,0.6,3,-5,-1.0,1
COc1ccc(OC)c(NC(=O)CN2C(=O)NC3(CCOc4ccccc43)C2=O)c1 (stereo not given),12,2,1,-6,-3,1,-15,-5,0.3,1
O=C(NNS(=O)(=O)c1ccc2ccccc2c1)c1cc(-c2ccccn2)nc2ccccc12,-1,-33,1,-45,-4,1.3,-2,-5,0.4,1.1
COc1ccc(NC(=O)CCCn2c(=O)c3sccc3n(Cc3ccc(C)cc3C)c2=O)cc1,19,5,1,-16,-1,0.9,5,-3,0.6,1
CCCCCOc1ccc(OC(=O)c2ccncc2)cc1,1,7,1,-4,-5,0.9,12,-2,0.8,1
O=C(C(c1ccccc1)c1ccccc1)N1CCN(Cc2ccco2)CC1,4,2,1,-5,1,1,-1,-2,0.1,1
CCOC(=O)c1c(NC(=S)NC(=O)c2cnn(CC)c2)sc2c1CCC(C)C2 (stereo not given),1,3,1,0,-2,1,0,-7,5.1,1.1
Cc1nnc2n(-c3ccccc3)c(=O)c3c4c(sc3n12)CC(C)CC4 (stereo not given),4,10,1,-5,-1,0.9,2,-4,-0.9,1
CN(C)S(=O)(=O)c1ccc(NC(=O)CN2CCCc3ccccc32)cc1,21,-4,1,-4,0,1,19,-5,-0.4,1
O=C(Cn1cnc2ccccc21)OCC(=O)N1CCc2ccccc2C1,-9,-2,1,-7,-5,1,2,2,1.5,1
CC(CCc1ccccc1)NC(=O)c1cccc([N+](=O)[O-])c1 (stereo not given),-4,4,1,11,-2,1,11,-3,-0.5,1
O=C(CSc1nc(C2CC2)nc2ccccc12)Nc1ccccc1N1CCOCC1,23,9,1,-5,-4,0.9,2,-7,5.3,1.1
O=C(NCc1ccccc1)c1ccc(CN2CCOCC2)cc1,-6,-11,1,-6,-4,1.1,-13,2,0.3,1
CC(C)CC(NC(=O)c1ccco1)C(=O)Nc1ccc2c(c1)OCCO2 (stereo not given),4,-8,1.1,-13,-8,1.1,-16,1,-0.3,1
CCOc1ccc(CC2NCCc3cc(OCC)c(OCC)cc32)cc1OCC (stereo not given),30,-36,1,-4,-3,1.4,-8,-1,0.6,1
COc1cc(/C=N/NC(=O)Nc2cccc3nsnc23)cc(OC)c1OC,7,16,1,5,-2,0.8,-12,2,5.1,1
COc1cc(/C=N/NC(=O)c2ccccc2)ccc1OS(=O)(=O)c1ccccc1,1,2,1,-5,-3,1,-11,-3,1.6,1
CC(C)CCN1CCN(C2CCN(c3ccc4c(c3)OCO4)CC2)CC1CCO (stereo not given),6,-21,1.1,-2,-6,1.2,-11,-7,0.2,1.1
Cc1ccc2nc(SCC(=O)c3cc(C)n(C)c3C)[nH]c2c1,-1,-17,1,-12,-1,1.2,-5,1,0.8,1
CC(=O)c1ccc(NC(=O)c2ccc(CSc3ccccc3)o2)cc1,-1,10,1,-15,1,0.9,-12,-3,8.6*,1
CCOC(=O)c1c(NC(=O)/C=C/C(=O)O)sc(C)c1-c1ccc(F)cc1,9,2,1,-8,0,1,13,1,3.4,1
COc1cc(C(=O)Nc2ccc(S(=O)(=O)Nc3cc(C)nc(C)n3)cc2)cc(OC)c1OC,2,-17,1,-6,-4,1.2,1,0,2.3,1
Cc1ccc(Nc2nc(-c3sc(NC(=O)c4cccc(Cl)c4)nc3C)cs2)cc1,28,1,1,-6,0,1,-31,-2,5.3,1
Cc1cc(S(=O)(=O)Nc2ccccc2C(=O)O)ccc1Cl,-6,5,1,-9,0,1,-5,-1,0.1,1
O=C(O)c1ccc(OC2CSC2)cc1,-5,3,1,-7,-4,1,-5,-2,-0.7,1
CC(=O)NNC(=O)CCn1nnc2ccccc21,-5,2,1.1,-9,-5,1,3,-4,2.1,1
Nc1nonc1-c1nc2ccccc2n1CC(=O)N/N=C\c1ccc(-c2ccc(Cl)cc2)o1,-4,13,1,-9,-4,0.9,8,-6,2.4,1.1
Cc1cc(OC(=O)c2cccs2)ccc1C(C)C,-1,44,1,6,-4,0.6,-1,15,-1.0,0.8
CC(C)(SC(=S)N1CCCCCC1)C(=O)O,-8,-3,1.1,-4,-6,1,12,-3,-0.7,1
O=C(N/N=C/c1ccc(OC(=O)c2ccccc2)cc1)c1ccc(CN2CCOCC2)cc1,-2,1,1.1,1,-6,1,5,-2,-0.4,1
COC(=O)C1CCN(Cc2cc(=O)oc3cc(OC)ccc23)CC1,-5,6,1.1,-6,-7,0.9,1,-8,0.3,1.1
Cc1ccc(NC2OC(CO)C(O)C(O)C2O)cc1 (stereo not given),1,12,1.1,-9,-7,0.9,.,0,0.1,1

# Going on with the list.
# Screens by letter: A = Lmaj promast; B = bIAP inh; C = TNAP act hi DEA; D = TNAP inh noacc; E = TNAP inh hi DEA; F = bIAP act; G = APP 5UTR inh; H = FLuc inh counter; I = RAM network inh; J = FLuc act counter
CCN(CC)C(=O)C1CCCN(Cc2sccc2C)C1 (stereo not given)
  A: -1	B: 8	C: 1	D: -8	E: -4	F: 0.9	G: -9	H: -9	I: 0.0	J: 1.1

O=C(CSCc1ccc(F)cc1)NC1CCCC1
  A: -6	B: 9	C: 1.1	D: -14	E: -5	F: 0.9	G: -15	H: -5	I: -2.2	J: 1

O=C1CSC(=Nc2ccccc2)N1
  A: -8	B: 5	C: 1	D: 30	E: 0	F: 0.9	G: .	H: 0	I: 4.0	J: 1

[O-][n+]1cccc2c(Br)cc(Br)c(O)c21
  A: -5	B: -1	C: 1	D: 19	E: -2	F: 1	G: 12	H: -7	I: 0.5	J: 1.1

COc1ccc(C(=O)C(Cc2cc(C(C)=O)ccc2OC)N2CCCC2)cc1 (stereo not given)
  A: 6	B: -12	C: 1	D: -7	E: -4	F: 1.1	G: -22	H: -6	I: 0.8	J: 1.1

CCN(CC)C(=O)c1ccc(CS(=O)(=O)c2ccc(OC)cc2)o1
  A: -5	B: 14	C: 1	D: -13	E: -4	F: 0.9	G: 1	H: -8	I: 0.3	J: 1.1

CC(C)OCCCNC(=O)c1ccc(NC(=O)C2CCCO2)cc1 (stereo not given)
  A: -4	B: 0	C: 1	D: 2	E: -4	F: 1	G: -6	H: -7	I: 3.8	J: 1.1

Cc1ccc(/C=C/C(=O)C2C(=O)c3ccccc3C2=O)cc1
  A: 3	B: 13	C: 1	D: 16	E: -3	F: 0.9	G: -58	H: 97*	I: 3.5	J: 0

# Single entries from the list.
# Entry for Cc1cc(S(=O)(=O)Nc2ccccc2C(=O)O)ccc1Cl in bIAP inh: 5
# Entry for Cc1ccc(NC2OC(CO)C(O)C(O)C2O)cc1 (stereo not given) in RAM network inh: 0.1
# Entry for CCCCC(=O)Nc1nc(C)c(-c2csc(Nc3ccc(Cl)cc3)n2)s1 in TNAP act hi DEA: 1
